Bioassay records (PubChem)
EPAC1 agonist – EPAC1 (human) agonism | O95398 | EPAC1 agonist qHTS, biochemical assay; response scale: 100% = response to 6.5 mM cAMP | Potency, µM (titrated, usually from 154 µM), without a hit: at the top dose activation, most hits filed as activators | hit rate 0.073% among 360,000; further: potency means the concentration at half of the fitted maximal effect; nearly all actives have a fitted effect of over 60% in size
Target sequence (O95398 whole entry, looked up): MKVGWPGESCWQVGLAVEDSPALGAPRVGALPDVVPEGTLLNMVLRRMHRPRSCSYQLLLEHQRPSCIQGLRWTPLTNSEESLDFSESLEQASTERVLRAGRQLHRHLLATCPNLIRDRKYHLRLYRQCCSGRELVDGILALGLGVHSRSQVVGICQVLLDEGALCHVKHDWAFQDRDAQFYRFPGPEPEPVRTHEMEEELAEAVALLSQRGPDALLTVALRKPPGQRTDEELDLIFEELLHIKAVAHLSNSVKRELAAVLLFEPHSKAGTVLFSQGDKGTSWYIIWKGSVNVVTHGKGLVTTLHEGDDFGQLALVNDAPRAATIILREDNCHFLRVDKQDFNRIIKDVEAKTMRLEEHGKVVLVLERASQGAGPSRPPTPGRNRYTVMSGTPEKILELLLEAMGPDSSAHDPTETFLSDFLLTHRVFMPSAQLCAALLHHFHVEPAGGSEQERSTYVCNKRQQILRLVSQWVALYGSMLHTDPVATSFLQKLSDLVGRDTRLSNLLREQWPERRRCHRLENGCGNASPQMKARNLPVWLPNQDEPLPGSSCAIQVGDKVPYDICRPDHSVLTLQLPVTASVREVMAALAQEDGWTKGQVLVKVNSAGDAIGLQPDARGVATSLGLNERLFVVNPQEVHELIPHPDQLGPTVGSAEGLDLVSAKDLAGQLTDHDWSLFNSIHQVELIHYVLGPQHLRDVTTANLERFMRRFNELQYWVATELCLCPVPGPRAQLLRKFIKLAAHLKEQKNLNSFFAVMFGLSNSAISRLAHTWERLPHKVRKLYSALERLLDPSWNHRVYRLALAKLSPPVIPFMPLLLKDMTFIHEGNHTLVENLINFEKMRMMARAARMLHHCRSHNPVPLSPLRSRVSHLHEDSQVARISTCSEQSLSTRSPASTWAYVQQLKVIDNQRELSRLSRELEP
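Multi-concentration qHTS readout: loss of Rap1B-bound BODIPY-GDP fluorescence driven by 100 nM EPAC1 with excess GDP (50 uM), monitored kinetically at room temperature; agonist response expressed relative to 6.5 mM cAMP.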
PI5P4K alpha inh – PI5P4K alpha (human) kinase inhibition. PI5P4Kalpha enzyme, ADP-Glo luminescence, 60 min; hits give low values. max response, %. hit rate 1.2% among 330,000. AID 652105; active means max response of -50% or lower; inconclusive means between -30% and -50%; inactive means -30% or higher; further: value at the top dose of about 77 µM; on the % scale 0 is the no-effect control and ±100 the full control effect
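PI5P4Kalpha ADP-Glo assay; 5 microM ATP final; 60 min RT reaction; HEPES pH 7.4/EGTA/CHAPS, 5% DMSO; controls lacking substrate or enzyme; luminescent end-point.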
CCT modulator – cytosolic chaperonin activity modulation; purified chaperonin ATPase assay, HTRF ADP detection, 30 min; activity change, % (no concentration beside the values), hits read low; hit rate 0.3% among 360,000; in the data active means activity change below about -30%; further: on the % scale 0 is the no-effect control and ±100 the full control effect
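First, chaperonin was dispensed at 40 nM or 20 nM final depending on batch activity. Next, compounds were pinned at 76 uM and ATP added at 10 uM. After 30 min at 37 °C, ADP detection reagents ran 30 min at ambient temperature.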
PLK1 PBD block – blocks phosphopeptide binding to human PLK1 polo-box domain | Plk1 PBD binding of FITC phosphopeptide, fluorescence polarization | Potency, µM, for the others: max response, negative = inhibition, usual class: inhibitors | hit rate 2.8% among 360,000 | AID 720504; further: potency means the concentration at half of the fitted maximal effect; series mostly up to about 57 µM; on the % scale 0 is the no-effect control and ±100 the full control effect; nearly all actives have a fitted effect of over 65% in size
WRN helicase inh – blocks human WRN helicase; Q14191; WRN helicase unwinding, fluorescent forked duplex, kinetic; Potency, µM (top dose mostly 114 µM), for the others: at the top dose activity change, negative = inhibition, most hits filed as inhibitors; hit rate 0.46% among 360,000; further: potency means the concentration at half of the fitted maximal effect; on the % scale 0 is the no-effect control and ±100 the full control effect; nearly all actives have a fitted effect of over 55% in size
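Kinetic red-fluorescence monitoring (525/598 nm) tracks WRN helicase activity after 100 nM fluorophore-quencher forked duplex and 2 mM ATP are added to 20 nM enzyme pretreated 15 min at room temperature with compound.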
EPAC1 antag – blocks human EPAC1 exchange factor; AID 720709; hit rate 0.14% among 360,000; EPAC1 GEF assay, Rap1b-BODIPY-GDP exchange fluorescence; Potency, µM (top dose mostly 115 µM), inactives show top-dose activity change, negative = inhibition, usual class: inhibitors;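 further: potency means the concentration at half of the fitted maximal effect; plate controls were vehicle for no effect and positive control for full effect; nearly all actives have a fitted effect of over 50% in size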
Mm-Cpn inhibitor – blocks the Methanococcus maripaludis chaperonin Mm-Cpn. purified Mm-Cpn ATPase, ADP Transcreener TR-FRET. Potency, µM (top dose mostly 76.9 µM), without a hit: at the top dose activity, negative = inhibition, actives largely listed as inhibitors. hit rate 0.031% among 330,000; further: potency means the concentration at half of the fitted maximal effect; on the % scale 0 is the no-effect control and ±100 the full control effect; nearly all actives have a fitted effect of over 80% in size
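Purified archaeal Mm-CPN (25nM final) preincubated 10 min at 37degC with compound, then 10uM ATP for 30 min at 37degC; ADP measured by HTRF Transcreener TR-FRET; buffer 30 mM TRIS pH 7.4, 100mM KCl, 5mM MgCl2, 1mM DTT.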
EPAC2 antagonist – antagonists of human EPAC2; Q8WZA2; EPAC2 GEF exchange of Rap1B-BODIPY-GDP, fluorescence; Potency, µM (series often up to 114 µM), inactives show top-dose activity, negative = inhibition, actives largely listed as inhibitors; hit rate 0.18% among 360,000; further: potency means the concentration at half of the fitted maximal effect; on the % scale 0 is the no-effect control and ±100 the full control effect; nearly all actives have a fitted effect of over 45% in size; many of its hits are not listed in these tables
Starred values were filed as active, the others as inactive; ? = inconclusive; . = no result given; [ ] = remark or other dose. Unless noted, the call rests on the fitted dose curve; in most records, active means well fitted curve in the direction sought with a large enough effect; inconclusive means small, poorly fitted or top-dose-only effect, or another doubt; inactive means no such curve, though single readings can be large; an effect the other way counts as inactive or inconclusive. Some of the compounds tested; the hit share may differ from the screen's.

SMILES	EPAC1 agonist	PI5P4K alpha inh	CCT modulator	PLK1 PBD block	WRN helicase inh	EPAC1 antag	Mm-Cpn inhibitor	EPAC2 antagonist
COc1ccc(CN(C)C(=O)Cn2cnc3c(OCc4ccccc4)ncnc32)cc1OC	-11.5%	0.2	0.4	-1.7%	10.0%	-0.6%	-1.7%	-0.5%
CC1CCCN(S(=O)(=O)c2ccc(C(=O)NC(C)c3ccccc3)cc2)C1 (configuration not stated)	12.7%	4.2	-0.1	-8.6%	-2.8%	-20.2%	1.1%	-5.1%
O=C(CCc1ccc(S(=O)(=O)N2CCOCC2)cc1)NCCc1ccccn1	-2.9%	-0.8	2.2	-5.7%	4.0%	17.8%	-0.7%	8.5%
COc1ccc(CCNC(=O)Nc2ccccc2[N+](=O)[O-])cc1	4.5%	-12.0	-2.5	?	-28.4%	?	-6.3%	1.3%
CCOC(=O)c1c(-c2ccc(OC)cc2)oc2c1C(OC(C)=O)CCC2 (configuration not stated)	15.8%	1.4	0.2	-12.5%	2.2%	-7.6%	.	-19.5%
Cn1cc(SCC(=O)NCC2CCCO2)c2ccccc21 (configuration not stated)	-5.2%	-5.8	-3.6	-2.8%	8.6%	1.0%	-0.6%	10.4%
CCCCn1c(N)c(N(C(=O)CSc2nnnn2-c2ccc(C)cc2)C2CCCC2)c(=O)[nH]c1=O	-1.7%	4.5	0.5	0.3%	-2.6%	23.5%	.	12.3%
COC(=O)c1cccc(NC(=O)c2cnoc2C)c1	10.5%	.	-2.1	-7.8%	9.2%	-2.8%	4.2%	1.9%
CNC(=S)NNC(=O)COc1ccc(C)c(C)c1	-6.8%	2.5	-0.5	-9.0%	3.3%	-23.4%	1.2%	1.8%
Cc1ccc(C2NC(c3ccc(C)cc3)C(C)C(=NO)C2C)cc1 (configuration not stated)	22.5%	.	0.1	-7.7%	-11.6%[57.1 µM]	-9.4%	1.7%	-6.5%
COc1ccc(C(=O)NC2CCN(Cc3ccccc3)C2)cc1S(=O)(=O)N1CCOCC1 (configuration not stated)	-13.7%	-11.4	-0.8	-11.4%	5.5%	-6.9%	-1.8%	7.5%
Cc1ccc(C)c(-c2nnc(NC(=O)CCS(=O)(=O)c3ccc(F)cc3)o2)c1	12.4%	-2.1	-4.6	-3.1%	-4.7%	-7.8%	4.5%	-9.1%
CN=Cc1sc2ccccc2c1O	-1.3%	.	-5.4	-5.2%	-5.7%	4.9%	-10.9%	2.1%
CCCC(=O)c1c[nH]c(C(=O)NCc2ccco2)c1	-2.6%	-0.1	-1.8	-0.9%	0.1%	1.7%	-11.3%	17.7%
O=C(CCSCc1ccccc1Cl)NC1CCCCC1	5.6%	1.7	-4.2	-21.2%	-2.1%	-24.3%	0.4%	-8.6%
O=C(NCCNS(=O)(=O)c1ccc(Cl)cc1)c1cc(OCC(F)(F)F)ccc1OCC(F)(F)F	-0.5%	-4.8	-3.3	-4.4%	1.9%	-18.2%	0.8%	-0.2%
Cc1ccc2c(C)c(C(=O)Nc3cccnc3)oc2c1C	-5.4%	1.1	0.8	-1.5%	-5.2%	-0.3%	.	-8.6%
CC(CC(=O)O)C(=O)c1ccc(Cl)c([N+](=O)[O-])c1 (configuration not stated)	-10.0%	6.7	-1.1	-0.2%	3.3%	-6.0%	0.2%	1.3%
C=CCNC(=O)c1cccc(C(F)(F)F)c1	-5.7%	.	1.8	-3.6%	-0.6%	11.8%	-0.1%	14.5%
Cc1ccc(S(=O)(=O)Nc2ccc3c(c2)CCC3)cc1	-0.1%	-6.3	-2.9	-7.6%	-9.0%	-22.5%	2.5%	-18.8%
Cc1ccc(CN2CCNC(=O)C2CC(=O)N(C)C(C2CC2)C2CC2)o1 (configuration not stated)	5.4%	2.1	2.1	8.6%	3.2%[57.1 µM]	0.3%	-1.3%	0.9%
NC(=O)C1CCN(C(=O)c2cc(S(=O)(=O)N3CCOCC3)c(Cl)cc2Cl)CC1	-0.6%	4.7	-1.5	-3.5%	6.2%	0.2%	-3.5%	6.8%
COc1ccc(-n2nc(C(=O)NCC(=O)NC3CCCCCC3)c3ccccc3c2=O)cc1OC	-4.4%	-0.6	-0.3	-10.4%	-0.4%	-0.2%	0.1%	-4.3%
O=C(c1ccc(Br)cc1)N(c1ccccn1)C1CCCCC1	15.8%	0.8	-0.2	-0.3%	-0.8%	3.4%	-0.4%	-16.5%

The final 5 compounds of the part above open the next one.
SMILES	EPAC1 agonist	PI5P4K alpha inh	CCT modulator	PLK1 PBD block	WRN helicase inh	EPAC1 antag	Mm-Cpn inhibitor	EPAC2 antagonist
Cc1ccc(S(=O)(=O)Nc2ccc3c(c2)CCC3)cc1	-0.1%	-6.3	-2.9	-7.6%	-9.0%	-22.5%	2.5%	-18.8%
Cc1ccc(CN2CCNC(=O)C2CC(=O)N(C)C(C2CC2)C2CC2)o1 (configuration not stated)	5.4%	2.1	2.1	8.6%	3.2%[57.1 µM]	0.3%	-1.3%	0.9%
NC(=O)C1CCN(C(=O)c2cc(S(=O)(=O)N3CCOCC3)c(Cl)cc2Cl)CC1	-0.6%	4.7	-1.5	-3.5%	6.2%	0.2%	-3.5%	6.8%
COc1ccc(-n2nc(C(=O)NCC(=O)NC3CCCCCC3)c3ccccc3c2=O)cc1OC	-4.4%	-0.6	-0.3	-10.4%	-0.4%	-0.2%	0.1%	-4.3%
O=C(c1ccc(Br)cc1)N(c1ccccn1)C1CCCCC1	15.8%	0.8	-0.2	-0.3%	-0.8%	3.4%	-0.4%	-16.5%
CC(C)NC(=O)CCn1ccc2cc(S(=O)(=O)N3CCCC3)ccc21	2.8%	6.2	0.2	-1.8%	-3.6%	-6.5%	-0.3%	3.2%
Cc1ccc(C(=O)N2CCN(S(=O)(=O)c3ccccc3)CC2)cc1	4.3%	8.2	-1.0	-28.9%	9.8%[57.1 µM]	-10.5%	-1.5%	-1.8%
Cc1ccc(-c2nn(CCC(=O)NC(C)C)c(=O)c3ccccc23)cc1	9.2%	2.2	1.2	-13.5%	14.6%	-17.4%	-8.5%	3.3%
CN(C)S(=O)(=O)c1cccc(NC(=O)c2ccc3nccnc3c2)c1	3.0%	-13.4	0.6	2.8%	-5.0%	-1.1%	-0.9%	-4.2%
O=C(NCCN1CCC(n2c(=O)[nH]c3ccccc32)CC1)c1ccc2ccccc2c1	7.6%	-0.4	-2.0	-4.1%	2.4%	6.6%	.	4.9%
Cc1ccc(N(C(=O)c2ccco2)C(C(=O)NC2CCCC2)c2cccnc2)cc1 (configuration not stated)	-0.8%	-1.6	1.2	0.7%	-2.3%[57.1 µM]	-9.2%	3.0%	3.4%
COc1ccc(CNC(=O)CNC(=O)N2CC(=O)Nc3ccccc32)cc1	-10.3%	-6.6	-9.7	5.4%	5.2%	7.6%	0.6%	-3.6%
O=C(Nc1nc(N2C(=O)c3ccccc3C2=O)n(-c2ccccc2)n1)c1ccccc1	-11.1%	5.2	0.3	-9.1%	-4.3%	14.4%	-0.2%	-1.2%
COc1ccc(NC(=O)CSCC(=O)N(C)CC(=O)Nc2cccc3ccccc23)cc1	2.3%	2.9	-1.3	8.0%	-10.1%	-7.5%	0.8%	8.2%
CCCNC(=O)c1ccc(N2CCC3(CC2)CC(c2ccccc2)=NO3)c(N)c1	-6.8%	-1.5	-8.6	-10.5%	4.8%	-13.1%	-1.1%	-8.3%
CC1CCN(C(=O)Cn2c3ccc(F)cc3c3nc4n(c(=O)c32)CCCS4)CC1	12.0%	1.7	-4.9	-4.3%	1.0%	-24.6%	4.2%	1.3%
CCOC(=O)c1c(NC(=O)CN2C(=O)NC(C)(c3ccccc3)C2=O)sc(C)c1C (configuration not stated)	1.3%	1.8	-2.2	-0.9%	-27.1%[57.1 µM]	5.4%	-5.4%	-8.1%
COc1ccccc1NS(=O)(=O)c1ccc(N/N=C(\C)C(C)C)c([N+](=O)[O-])c1	5.5%	5.6	2.1	-1.6%	-11.8%	-8.4%	-0.9%	2.7%
Cc1nc(SCC(=O)N2c3ccccc3NC(=O)CC2C)c2c(C)c(C)sc2n1 (configuration not stated)	1.7%	-12.4	-3.5	-25.8%	-32.3%	-6.7%	-2.9%	-8.4%
CN1CCN(C(=O)CCN2C(=O)/C(=C\c3ccc(F)cc3)SC2=S)CC1	3.4%	-1.6	-1.3	-1.6%	-4.4%	-4.1%	2.0%	8.4%
O=C(Cn1nnc(-c2ccc(OCc3ccccc3F)cc2)n1)N1CCOCC1	15.1%	.	-0.6	-4.8%	-17.1%	-5.1%	2.2%	2.2%
Cc1ccc2cc(F)c(F)c(F)c2n1	-3.4%	0.2	0.5	0.8%	-1.7%	-2.4%	.	7.6%
NC(=O)/C(=C\c1ccccc1)NC(=O)c1ccc(NC(=O)c2ccccc2)cc1	-7.7%	-28.1	-1.0	1.8%	-2.8%	-1.2%	2.4%	7.8%
CC(C)(C(=O)N1CCC1(C)C(=O)NS(=O)(=O)c1cccc(F)c1)c1ccccc1 (configuration not stated)	-13.4%	-0.8	-1.6	-6.0%	-0.8%	-6.7%	.	4.3%
Cc1c(C)c2ccc(OCC(=O)Nc3cccnc3)cc2oc1=O	14.6%	1.1	0.2	1.0%	-2.6%	-6.5%	3.0%	6.1%
O=C(OC1CCCCC1)c1ccc(NC(=O)c2ccco2)cc1	5.2%	-0.1	-1.1	-3.1%	-15.7%	?	-1.9%	-7.6%
CCOc1ccc(C(=O)NN2CCOCC2)cc1	-1.8%	-1.6	-0.9	-3.5%	-1.0%	0.6%	1.3%	2.8%
Cc1nc(SCC(C)C)[nH]c(=O)c1Cc1ccccc1	-6.5%	14.3	2.3	-4.9%	-9.9%	3.8%	-1.7%	8.4%
CCC1(CC)NC(=S)NC1=S	-5.0%	8.0	-4.4	3.4%	-10.9%	-0.1%	.	3.2%
O=C(Nc1nnc(-c2ccc(Cl)cc2)o1)c1cccc(N2C(=O)CCC2=O)c1	15.1%	-12.0	-3.2	-12.5%	-22.0%	-2.6%	1.6%	8.6%
CC1(C)CC(CCNS(=O)(=O)c2ccccc2)(c2ccccc2)CCO1 (configuration not stated)	-2.8%	2.9	0.4	-13.5%	0.1%	?	1.1%	?
O=C(Nc1ccc2c(c1)OCO2)C1CC(=O)N(c2ccccc2)C1 (configuration not stated)	5.1%	3.7	-0.9	-16.0%	8.6%	9.9%	0.4%	-2.7%
CC1(C)O[C@@H]2[C@H](O1)[C@@H](COS(=O)(=O)O)O[C@H]2n1c(=S)[nH]c2c(=O)[nH]c(N)nc21	-18.2%	-0.8	-1.8	-19.2%	1.1%	6.8%	1.8%	4.7%
CCCCN(CCCNC(=O)C1CCCN(S(=O)(=O)CC)C1)Cc1ccccc1 (configuration not stated)	-9.8%	7.9	-0.5	-3.0%	8.6%	11.9%	1.6%	-3.1%
